BRCA1 expr up – increases BRCA1 expression | MCF7-BRCA1-FFLuc reporter, luminescence, 48 h; response scale: scaled: vehicle 0%, 10 µM genistein 100% | Potency, µM (series often up to 46.1 µM), without a hit: at the highest dose activation, actives largely listed as activators | hit rate 1.1% among 380,000 | AID 624202; note: potency is the fitted concentration of half-maximal effect; nearly all actives have a fitted effect of over 80% in size; some results filed as inactive show a strong effect at the top dose
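Cells: MCF7-BRCA1-FFLuc, 2000/well. Exposure: 48 h, 37 °C, 5% CO2. Read: luminescence, 15 min post-substrate. Controls: genistein 10 microM (maximal activation), DMSO (neutral).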
ELG1 DNA repair – blocks ELG1-dependent DNA repair in HEK293T cells; HEK293T ELG1-luciferase reporter, luminescence, 16 h; DNA damage induced by 5-fluorouridine; Potency, µM (doses to about 46.1 µM), inactives show at the top dose activity change, negative = inhibition, most hits filed as inhibitors; hit rate 2.3% among 330,000; AID 504467; note: potency is the fitted concentration of half-maximal effect; % is set by controls: 0 for no effect and ±100 for the full control effect; nearly all actives have a fitted effect of over 55% in size
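Step one: seed 2,000 cells per well. Step two: pin-transfer compound or DMSO alongside 5-fluorouridine. Step three: incubate 16 hr, 37 °C, 5% CO2. Step four: add ONE-Glo, wait 30 min, read luminescence.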
MLL CXXC-DNA inh – blocks binding of human MLL CXXC domain to DNA; Q03164; MLL-CXXC / FITC-HOXA9 DNA fluorescence polarization; Potency, µM (titrated, usually from 115 µM), without a hit: at the top dose activity change, negative = inhibition, usual class: inhibitors; hit rate 0.037% among 290,000; active = well fitted inhibition curve with a large enough effect in the polarisation, with a control signal flat, not every such curve was filed as active; inconclusive = small, poorly fitted or top-dose-only effect, or effect the other way, or a change in a side signal; inactive = no such curve, though single readings can be large or run the other way; the % refers to the polarisation; note: potency is the fitted concentration of half-maximal effect
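Steps: dispense CXXC domain solution (7 uM) → pin compounds or unlabeled HOX-A9 DNA control → 5 min ambient → add FLSN-HOX-A9 solution (50 nM) → spin → 30 min ambient → fluorescence polarization. Tris pH 7.5/NaCl/DTT/BSA buffer.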
TRPV1 ag – human TRPV1 agonism | hit rate 0.19% among 320,000 | Q8NER1 | activation, % at 8.33 µM | TRPV1-expressing cells, Fluo-8 calcium influx, agonist mode; in the data active = activation above about 80%; inconclusive = between about 30% and that limit; note: 0% is about no effect
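Fluo-8 calcium influx in TRPV1-expressing cells, kinetic read (ex 480/em 520 nm). Compound added and read 3 min for agonist activity, followed by capsaicin at EC20 final and 2 min further read for enhancement.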
PTAP TSG101 blk – blocks PTAP/TSG101 interaction to inhibit HIV-1 budding. Q99816. Fluorescence polarization, FITC-PTAP peptide / Tsg101 binding. Potency, µM (series often up to 115 µM), for inactives: at the highest dose activity change, negative = inhibition, usual class: inhibitors. 340,000 tested, under 10 active. AID 493005; active = well fitted inhibition curve with a large enough effect in the main read-out, with a control signal flat, not every such curve was filed as active; inconclusive = small, poorly fitted or top-dose-only effect, or effect the other way, or a change in a side signal; inactive = no such curve, though single readings can be large or run the other way; note: potency is the fitted concentration of half-maximal effect; % of control where 0% means no effect
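FP read-out: FITC-PTAP peptide, 50 nM final, binding Tsg101 binding domain, 10 uM final; 20 min, r.t.; 10 mM HEPES pH 7.5, 0.15 M NaCl, 0.01% Tween 20, 3 mM EDTA, 0.1 mM TCEP.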
Integrin act MD – activates integrin-mediated alleviation for muscular dystrophy; alpha7betagal myoblasts, beta-gal FDG fluorescence, 48 h; Potency, µM (series often up to 38.3 µM), for the others: at the top dose activation, hits mostly activators; hit rate 0.064% among 350,000;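 note: potency is the fitted concentration of half-maximal effect; 100% = response of the positive control SU9516; nearly all actives have a fitted effect of over 60% in size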
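Alpha7betagal+/- myoblasts (passage 13) were plated 16-24 hr, then exposed to compounds (1:260 dilution of DMSO stock) for 48 hours at 37C. After MPER lysis, β-galactosidase reporter activity was read as FDG fluorescence (ex 480/em 540) after 30 minutes.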
A-T KAP1 phos – candidate therapy for ataxia-telangiectasia; […] A-T fibroblasts, KAP-1 phosphorylation AlphaLISA; neocarzinostatin DNA damage 30 min before lysis; Potency, µM (highest dose often 57.5 µM), without a hit: at the highest dose activation, actives largely listed as activators; hit rate 0.19% among 320,000; AID 485349; note: potency is the fitted concentration of half-maximal effect; % of control where 0% means no effect; nearly all actives have a fitted effect of over 45% in size
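ATM-like activity read as KAP-1 phosphorylation via AlphaLISA donor/acceptor antibody pairs after lysis and 6 hr at 25C. Cells were ATM-null patient fibroblasts ([…], hTERT), dosed 60 min, then exposed to the DSB inducer NCS for 30 min.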
B2AR arrestin – beta2AR (human) beta-arrestin recruitment activity; AID 492947; P07550; Potency, µM (top dose mostly 46.1 µM), inactives show top-dose activation, usual class: activators; hit rate 0.02% among 330,000; beta-arrestin recruitment to beta2AR, cell-based reporter;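 note: potency is the fitted concentration of half-maximal effect; 0% = DMSO controls and full agonism = EC100 isoproterenol or metaproterenol; nearly all actives have a fitted effect of over 65% in size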
p53 reactivator – restores transcriptional activity of mutant p53; H1299 p53-A138V BP100-luciferase reporter, luminescence, 24 h; Potency, µM (top dose mostly 92.2 µM), inactives show at the highest dose activity change, positive = activation, most hits filed as activators; hit rate 0.063% among 320,000; AID 504706; note: potency is the fitted concentration of half-maximal effect; % of control where 0% means no effect; nearly all actives have a fitted effect of over 45% in size
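H1299 (p53-null), stable ts p53-A138V + BP100-Luc; 1000 cells/well, Opti-MEM/10% FBS; cpd 4 pt, 1:5; 24 h, 37 deg C, 5% CO2; detection reagent 10 min RT; luminescence.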
TCR act – T cell receptor activation; primary human leukocytes, anti-CD3, IL-2 HTRF, 48 h; Potency, µM (highest dose often 9.22 µM), inactives show at the highest dose activation of IL-2 secretion, usual class: activators; 330,000 tested, under 10 active; note: % of control where 0% means no effect
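IL-2 produced over 48 hr by a-CD3 bead-stimulated primary human leukocytes exposed to compounds was detected with a homogeneous time-resolved FRET immunoassay, 665nm acceptor signal after 320nm excitation.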
* hit, by the source's call; ? = inconclusive; · = no result given; & = joins results of further samples; [ ] = remark or other dose. Unless noted, calls come from the whole dose curve; as a rule, active = well fitted curve in the direction sought with a large enough effect; inconclusive = small, poorly fitted or top-dose-only effect, or another doubt; inactive = no such curve, though single readings can be large; an effect the other way counts as inactive or inconclusive.

The line under a structure holds: BRCA1 expr up | ELG1 DNA repair | MLL CXXC-DNA inh | TRPV1 ag | PTAP TSG101 blk | Integrin act MD | A-T KAP1 phos | B2AR arrestin | p53 reactivator | TCR act
> O=[N+]([O-])c1ccc(O)c(-c2cc(C(F)(F)F)nc(-c3ccccc3)n2)c1
  -58% | ? | 10% | 5 | 0% | -77%[inhibitor] | -2% | -0.7% | -2% | -8%
> CC1CCN(C(=O)C2CC(c3ccc(F)cc3)=NO2)CC1 (configuration not stated)
  102% | ? | 2% | 4 | -2% | 4% | 6% | 0.2% | ? | 3%
> N#CCC(=O)NN=C1CCCCCCCCCCC1
  9% | ? | 1% | -2 | -5% | -10% | 17% | 0.2% | -2% | 0%
> Cc1cc(C)c(S(=O)(=O)NC2CC3CCC2C3)c(C)c1 (configuration not stated)
  0% | -2% | -11% | 1 | -2% | 4% | 11% | -0.7% | · | -3%
> CC1CCN(S(=O)(=O)c2ccc3[nH]c(=O)c(=O)[nH]c3c2)CC1
  1% | 1% | 5% | -6 | · | -3% | 3% | 0.5% | -3% | ·
> c1ccc(CSC2=NCCCN2)cc1
  -3% | -1% | -5% | -1 | -8% | 5% | 3% | 0.2% | 2% | -9%
> COc1ccc(CN(C)CC(=O)Nc2cccc(S(=O)(=O)N3CCCC3)c2)cc1F
  -26% | ? | · | · | -4% | 32% | 11% | 2.6% | -4% | 0%
> CCOc1ccc(C2/C(=C(\O)c3ccc4c(c3)OCCO4)C(=O)C(=O)N2CCCN2CCOCC2)cc1 (configuration not stated)
  20% | ? | 4% | -2 | -6% | -14% | 8% | 2.6% | 2% | 9%
> COc1cccc(CNC(=O)CCS(=O)(=O)c2ccc3c(c2)NC(=O)CO3)c1
  -25% | ? | 15% | 3 | -1% | 23% | -5% | 0.2% | -3% | 1%
> CCCN(CC1CCCO1)C(=O)CCc1nnc(-c2cc(C)on2)o1 (configuration not stated)
  17% | 0% | -1% | -1 | -7% | -40% | 5% | -0.6% | 7% | -2%
> CCOC(=O)C(CC)n1cnc2c(nnn2-c2ccc(C)cc2)c1=O (configuration not stated)
  12% | 23% | -6% | 29 | 2% | -3% | -1% | 0.3% | ? | 5%
> COc1ccc(NS(=O)(=O)c2ccc(NC(C)=O)cc2)c(OC)c1
  -8% | -9% | -4% | -1 | 1% | 12% | 1% | -0.3% | -2% | -3%
> CN(C(=O)COC(=O)Cc1c(Cl)cccc1Cl)c1c(N)n(Cc2ccccc2)c(=O)[nH]c1=O
  -6% | 18% | · | 1 | 1% | 17% | -1% | 2.5% | -2% | -33%
> Cc1cc(NC(=O)CN(C)CC(=O)Nc2ccc(Cl)cc2)no1
  -9% | 5% | · | · | -3% | -6% | 10% | 0.1% | -4% | ·
> COC(=O)c1ccccc1NC(=O)CN1CCC(NC(=O)c2ccccc2C)CC1
  -1% | ? | -1% | 2 | -6% | -19% | -5% | -0.4% | -8% | -3%
> N#CCCn1nc(-c2ccccc2)cc1Nc1ccccc1NC(=O)c1cccs1
  -29% | ? | 7% | ? | -4% | 14% | -7% | -0.2% | -8% | 3%
> NC(=O)c1ccc(-c2ncc(-c3ccccc3)o2)cc1
  ? | ? | 13% | 18 | -4% | ? | -1% | 2.5% | 2% | -1%
> COc1ccc(C(=O)Nc2cccnc2Cl)cc1OC
  1% | 8% | 2% | -1 | -4% | 0% | 6% | 0.4% | 3% | -4%
> CN(C)c1ccc(C(C(=O)NCC2CCCO2)N(Cc2ccco2)C(=O)c2snc(C(N)=O)c2N)cc1 (configuration not stated)
  0% | ? | -1% | 1 | 0% | ? | 2% | -0.6% | -2% | 0%
> CCOC(=O)C1=C(O)/C(=C/c2cccc(OC)c2O)N=C1C
  -40% | 6% | -9% | 2 | -1% | -15% | -2% | -1.1% | ? | 2%
> CC(=O)Nc1c(C(=O)c2ccccc2)oc2ccccc12
  -1%[1.84 µM] | -8% | -9% | 7 | -5% | -5% | -1% | -0.7% | 1% | -1%
> Cc1ccc(C)c(N(C(=O)Cn2nnc(-c3cccs3)n2)C(C(=O)NC2CC2)c2ccc(C)o2)c1 (configuration not stated)
  -15% | -3% | 17% | 7 | -1% | 16% | -1% | 0.3% | 2% | -15%
> O=C(Cc1ccc(-c2ccccc2)cc1)Nc1ccccc1
  18% | -2% | 3% | ? | -3% | -23% | 1% | 0.4% | 4% | -6%
> CCOc1cccc(-c2nnc3sc(COc4ccc(OC)cc4)nn23)c1
  -21% | ? | -5% | 29 | 0% | 3% | 7% | -0.4% | 18% | 4%
> CC(C)(C)C(=O)NC(=S)Nc1ccc(S(=O)(=O)Nc2nccs2)cc1
  6% | 3% | -5% | -2 | -1% | 2% | 2% | 0.0% | -1% | -6%
> CC1CC2CCCC(O)=C2C(=O)O1 (configuration not stated)
  8% | · | · | · | -2% | 1% | · | · | · | 7%
> COC(=O)c1ccc(S(=O)(=O)N2CCc3ccccc32)cc1
  -49% | ? | -3% | 0 | -4% | -16% | 2% | -0.2% | · | 8%
> Cc1ccc(S(=O)(=O)N(C)S(=O)(=O)c2ccc(C#N)cc2)cc1
  · | ? | 6% | 8 | · | · | 8% | -0.1% | -8% | ·
> CC1(C)Cc2nc3oc4c(=S)nc[nH]c4c3cc2CO1
  ? | ? | 11% | 0 | 1% | -47%[inhibitor] | 3% | 0.7% | 5% | -7%
> COCCNc1nc2c(c(=O)n(Cc3cccc(Cl)c3)c(=O)n2C)n1C
  -21%&-14% | ? | 9% | 15 | 1% | 7% | -27% | -1.0% | -7% | 1%
> COC(=O)c1sccc1NC(=O)c1cnc2cc(C)nn2c1C
  -6% | 5% | -3% | 3 | -1% | -14% | 5% | 1.1% | -3% | -2%
> CCC[C@@H]1C[C@@H](C(=O)N[C@@H](C2O[C@H](SC)[C@H](O)[C@@H](O)[C@H]2O)[C@H](C)Cl)N(C)C1 (some centres not stated)
  -6% | 1% | -1% | 4 | 3% | · | 5% | 0.4% | · | -1%
> CCC(C)N(C(=O)COC(=O)c1nc(Cl)ccc1Cl)C1CCS(=O)(=O)C1 (configuration not stated)
  -6% | 6% | · | 2 | -2% | 0% | 0% | -3.0% | 5% | -1%
> CCOC(=O)N1CCC(NC(=S)Nc2ccc3nc(N4CCN(C)CC4)cc(C)c3c2)CC1
  -21% | 6% | 24% | -9 | -3% | 0% | 0% | -0.6% | 10% | -14%
> CCOc1ccc(N(C(=O)c2snc(C(N)=O)c2N)C(C(=O)NCC2CCCO2)c2c[nH]c3ccccc23)cc1 (configuration not stated)
  -50% | -12% | -2% | 1 | -1% | 19% | 1% | 0.0% | -10% | -1%
> Cc1ccc(Oc2ncccc2/C=N/OCc2ccc(Cl)cc2Cl)cc1
  -3% | -2% | -3% | -5 | -4% | -6% | 3% | 0.3% | -5% | 6%
> CCOC(=O)CSc1nnc(Cc2ccccc2)n1CC1CCCO1 (configuration not stated)
  -16% | 0% | -1% | -1 | -2% | 4% | -1% | -0.5% | -1% | -1%
> O=C1CCN(Cc2ccccc2)CCN1CCO
  12% | 4% | -1% | 0 | 0% | -6% | -3% | -0.4% | 4% | 17%
> CCC(CC)c1nnc(NC(=O)CCS(=O)(=O)Cc2ccccc2)s1
  -5% | -3% | 7% | -2 | 1% | -4% | 5% | -0.4% | 22% | -2%
> COc1cccc(N(CC(=O)NC2CCCCCC2)S(=O)(=O)c2ccccc2)c1
  -12% | 8% | 1% | 6 | 0% | 17% | 4% | -0.6% | -3% | 5%
> O=C(Nn1cnc2ccccc2c1=O)c1ccc(Cl)c([N+](=O)[O-])c1
  -11% | -2% | 1% | 2 | -1% | 10% | 3% | -0.8% | 2% | 5%

Shown as labelled records: part of the list above
Cc1ccc(Oc2ncccc2/C=N/OCc2ccc(Cl)cc2Cl)cc1
  BRCA1 expr up: -3%; ELG1 DNA repair: -2%; MLL CXXC-DNA inh: -3%; TRPV1 ag: -5; PTAP TSG101 blk: -4%; Integrin act MD: -6%; A-T KAP1 phos: 3%; B2AR arrestin: 0.3%; p53 reactivator: -5%; TCR act: 6%
CCOC(=O)CSc1nnc(Cc2ccccc2)n1CC1CCCO1 (configuration not stated)
  BRCA1 expr up: -16%; ELG1 DNA repair: 0%; MLL CXXC-DNA inh: -1%; TRPV1 ag: -1; PTAP TSG101 blk: -2%; Integrin act MD: 4%; A-T KAP1 phos: -1%; B2AR arrestin: -0.5%; p53 reactivator: -1%; TCR act: -1%
O=C1CCN(Cc2ccccc2)CCN1CCO
  BRCA1 expr up: 12%; ELG1 DNA repair: 4%; MLL CXXC-DNA inh: -1%; TRPV1 ag: 0; PTAP TSG101 blk: 0%; Integrin act MD: -6%; A-T KAP1 phos: -3%; B2AR arrestin: -0.4%; p53 reactivator: 4%; TCR act: 17%
